PKA-R2B activ = PKA-R2B complex activation. activation, % at 11.4 µM. 340,000 tested, 0.079% active. AID 504700. PKA-R2B holoenzyme dissociation, Cy5-IP20 fluorescence polarization; R2B truncated from residue 108, S112A mutant; 0% DMSO only, 100% 113 µM cGMP;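 active means activation above a cutoff set at the mean over all compounds plus 3 SD, cut at about 18% in these data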;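 further: higher means more holoenzyme dissociation and a rise in polarization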
Mot1-301 SUMO = SUMOylation pathway inhibition by Mot1-301 growth rescue. 320,000 tested, 1% active. S. cerevisiae Mot1-301 growth rescue, ATP luminescence, 38.5C; percent above DMSO median, 100 means doubled. growth rescue, % at 18.8 µM;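 active means every valid replicate shows activation above 250% relative to neutral control wells; inactive means the rest, any valid replicate at or below 250%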;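 further: OY570 slx delta 5 strain wells were the positive control but not used for scaling; some compounds called inactive have numbers as strong as hits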
AddAB inh = less growth of phage-infected E. coli with AddAB; 330,000 tested, 0.29% active; inhibition, % at 11.9 µM; E. coli expressing H. pylori AddAB, absorbance growth; in the data active means inhibition above about 12%;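 further: 0% = vehicle wells of infected cells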
Ecoli viability = bacterial growth inhibition, counter-screen for AddAB inhibitors. inhibition, % at 11.9 µM. AID 449728. E. coli V3065 growth, OD600 absorbance, 18 h. 330,000 tested, 0.27% active;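 active means inhibition above the campaign's mean inhibition across all tested compounds plus 3 SD, cut at about 9.9% in these data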;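 further: uninfected addAB+ strain grown without phage in ampicillin broth; 0% = DMSO wells and 100% = ciprofloxacin 0.95 µg/ml wells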
phage Ecoli inh = E. coli growth loss with phage present. growth absorbance. AID 651602. 360,000 tested, 0.26% active. inhibition, % at 11.9 µM; in the data active means inhibition above about 11%
PKA-R1A activ = PKA-R1A complex activation; activation, % at 11.4 µM; AID 504707; PKA-R1A dissociation, Cy5-IP20 fluorescence polarization; scaled: DMSO 0%, 113 µM cGMP 100%; 340,000 tested, 0.083% active; P00514+P68181;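 active means percent activation above the mean of all tested compounds plus 3 SD, cut at about 19% in these data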;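 further: higher means more PKAc released from R1A so a rise in polarization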
PfHsp90 yeast 2 = growth inhibition of yeast expressing Plasmodium Hsp90 | S. cerevisiae expressing PfHsp90, BacTiter-Glo ATP, 48 h; yeast lacking PDR1 and PDR3 efflux regulators | inhibition, % at 9.4 µM | 310,000 tested, 0.32% active | AID 504621;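 active means every replicate shows inhibition above about 80%, whatever the replicate mean, limit read from the data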;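 further: 0% = DMSO neutral controls and 100% = 20 µM radicicol positive controls; yeast relying on Plasmodium falciparum Hsp90 in place of its own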
OPRM1-OPRD1 ag = OPRM1-OPRD1 heterodimerization agonism; P35372+P41143; cells, luminescence; activation, % at 9.3 µM; 340,000 tested, 0.3% active; AID 504326; in the data active means activation above about 18%;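 further: 0% = vehicle-treated cells and 100% = reference agonist; values of inactives mirror those of a sister screen read the other way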
Target sequence (P35372 whole entry, looked up): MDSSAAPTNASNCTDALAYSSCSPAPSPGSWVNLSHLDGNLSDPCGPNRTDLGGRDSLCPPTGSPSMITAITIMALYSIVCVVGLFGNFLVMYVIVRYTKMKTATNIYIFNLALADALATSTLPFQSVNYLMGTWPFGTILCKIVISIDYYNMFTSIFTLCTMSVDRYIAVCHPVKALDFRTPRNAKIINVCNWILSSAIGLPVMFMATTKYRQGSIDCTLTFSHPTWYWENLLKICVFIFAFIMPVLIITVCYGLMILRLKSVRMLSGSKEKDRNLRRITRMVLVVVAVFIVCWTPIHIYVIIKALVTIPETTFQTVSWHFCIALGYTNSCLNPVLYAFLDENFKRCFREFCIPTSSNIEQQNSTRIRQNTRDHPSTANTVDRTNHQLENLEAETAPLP
Target sequence (P41143 whole entry, looked up): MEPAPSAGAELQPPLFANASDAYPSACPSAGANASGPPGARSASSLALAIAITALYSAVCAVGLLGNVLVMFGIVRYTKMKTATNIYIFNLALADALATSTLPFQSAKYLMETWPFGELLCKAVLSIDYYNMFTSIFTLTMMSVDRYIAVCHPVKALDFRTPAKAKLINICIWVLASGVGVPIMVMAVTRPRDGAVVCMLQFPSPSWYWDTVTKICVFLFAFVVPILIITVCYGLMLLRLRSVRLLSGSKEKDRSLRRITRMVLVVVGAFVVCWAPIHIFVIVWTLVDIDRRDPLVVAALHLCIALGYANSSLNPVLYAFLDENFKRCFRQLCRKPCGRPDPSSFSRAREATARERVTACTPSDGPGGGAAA
Tat transport = inhibitors of E. coli Tat protein transport | E. coli MC4100 TorA-mCherry Tat export, fluorescence | inhibition, % at 10 µM | 340,000 tested, 0.036% active;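 active means mean replicate inhibition at least 50% and at least half of replicates individually reaching 50%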;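 further: exported cargo escapes ClpAP degradation while cytoplasmic cargo is degraded and loses fluorescence; 0% = median of neutral control wells and 100% = median of NaSCN control wells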
HTR5A inv ctr = inverse agonist of human HTR5A in OPRM1-OPRD1 counter-screen; P47898; HTR5A cell line, luminescence, inverse agonism; inhibition, % at 9.3 µM; 340,000 tested, 0.083% active; AID 504634; in the data active means inhibition mostly above about 23%, no sharp cut-off; inactive means mostly below about 18%;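 further: 0% = cells with DMSO and 100% = no-cell wells with DMSO; some compounds called inactive have numbers as strong as hits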
MOR-DOR inv ag = mu-delta opioid heterodimer inverse agonism | 340,000 tested, 0.21% active | cell-based MOR-DOR heterodimer luminescence | P35372+P41143 | inhibition, % at 9.3 µM; in the data active means inhibition above about 22%, passing the limit was not always enough;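 further: 0% = cells with DMSO and 100% = wells without cells with DMSO; values of inactives mirror those of a sister screen read the other way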
* marks the source's active call; other numbers are inactive results; nt = not tested or not shown.

SMILES	PKA-R2B activ	Mot1-301 SUMO	AddAB inh	Ecoli viability	phage Ecoli inh	PKA-R1A activ	PfHsp90 yeast 2	OPRM1-OPRD1 ag	Tat transport	HTR5A inv ctr	MOR-DOR inv ag
O=C(Cc1ccc(NC(=O)C2CCCN(C(=O)CCc3ccccc3)C2)cc1)Nc1cccc(C(=O)N2CCCC2)c1 (stereo unspecified)	-4	nt	nt	nt	0.8	10	0	0.4	4	-17	-2
O=C(Nc1ccnn1C1CCN(Cc2cccc(OCCO)c2)CC1)c1cccc(F)c1	-16	13	1.8	0.9	3.7	-4	4	-2.1	-2	8	11
CN1C(=O)c2ccc(C(=O)Nc3cccnc3)cc2C1=O	3	-4	nt	nt	1.4	-2	-10	-1.5	6	3	11
C[C@]12CCC(=O)C=C1C=C[C@@H]1[C@@H]2CC[C@@]2(C)[C@H]1CC[C@@]21CCC(=O)O1	-16	-26	nt	nt	1.9	-3	-15	-3.1	-1	-15	14
CCN(CC)S(=O)(=O)c1ccc(N)cc1	-10	145	-0.3	-0.9	3.7	-3	-14	-1.0	-4	-15	5
CCCn1cnc2cc(NC(=O)c3cccs3)ccc21	-7	-14	3.8	-1.9	2.9	-13	-2	-0.4	-4	-3	2
COCC(C)n1c(C)cc(C(=O)COC(=O)c2nn(C)c(=O)c3ccccc23)c1C (stereo unspecified)	-9	19	0.6	-2.8	2.6	-2	5	0.6	-5	2	-2
CC(C)CN(CC(C)C)CC(O)COc1ccc([N+](=O)[O-])cc1 (stereo unspecified)	-4	-14	1.1	-0.4	6.2	-4	37	5.4	-1	3	-27
CCCc1[nH]nc2c1C(c1ccoc1)C(C#N)=C(N)O2 (stereo unspecified)	7	-6	6.9	2.4	1.7	-6	-30	-2.7	-5	-30	14
O=c1[nH]c(S)nc2sc3c(c12)CCCC3	-11	-9	0.9	-0.4	nt	-9	6	-1.6	-2	-4	10
COc1cccc(/C=C/C(=O)NNC(=O)c2ccco2)c1OC	2	-18	-0.3	-2.8	1.8	11	-4	-4.6	-2	2	17
COc1ccccc1/C=C/C(=O)NCc1cccnc1	4	-4	1.2	-0.3	2.4	0	1	3.1	-9	-16	-23
COc1ccc(OC)c(NC(=O)c2ccc(-c3cccs3)cc2)c1	-9	-1	3.5	-1.5	4.7	-5	3	-2.4	4	-13	11
CCn1c(SCC(=O)NC(=O)c2ccccc2OC)nc2ccccc21	-3	3	-0.4	0.6	0.5	9	-6	-1.9	-6	-1	8
Cc1nnc2c3ccccc3c(-c3cccs3)nn12	-9	4	1.9	0.7	1.1	-4	nt	0.5	5	-36	-3

Rewritten with two lines to a compound: 2 of the compounds above.
Results follow in this order: PKA-R2B activ	Mot1-301 SUMO	AddAB inh	Ecoli viability	phage Ecoli inh	PKA-R1A activ	PfHsp90 yeast 2	OPRM1-OPRD1 ag	Tat transport	HTR5A inv ctr	MOR-DOR inv ag
CCn1c(SCC(=O)NC(=O)c2ccccc2OC)nc2ccccc21
  -3	3	-0.4	0.6	0.5	9	-6	-1.9	-6	-1	8
Cc1nnc2c3ccccc3c(-c3cccs3)nn12
  -9	4	1.9	0.7	1.1	-4	nt	0.5	5	-36	-3

Carrying on:
SMILES	PKA-R2B activ	Mot1-301 SUMO	AddAB inh	Ecoli viability	phage Ecoli inh	PKA-R1A activ	PfHsp90 yeast 2	OPRM1-OPRD1 ag	Tat transport	HTR5A inv ctr	MOR-DOR inv ag
O=C(Nc1ccc(F)cc1)Nc1cnccn1	-3	6	-1.7	-0.6	-0.2	-2	4	-1.1	-6	20	4
CNC(=O)Nc1ccc(S(N)(=O)=O)cc1	-3	79	0.7	-0.7	-2.5	-3	5	-0.4	-15	-1	2
O=C(NC1=CC(=O)c2ccccc2C1=O)c1ccccc1	8	nt	nt	nt	2.4	-9	54	20*	-5	8	-103
COc1cccc2c(C)c(C(=O)O)[nH]c12	15	15	0.6	-1.2	1.8	3	8	0.5	-1	-6	-3
CC(=O)N1CCN(CC(=O)Nc2cc(S(=O)(=O)N3CCCCC3)ccc2C)CC1	4	12	0.5	1.6	6.4	1	-9	1.0	-3	4	-4
COc1ccc(NS(=O)(=O)c2ccc(O)c(C(=O)OCC(=O)N3CC(C)OC(C)C3)c2)cc1 (stereo unspecified)	2	2	0.7	-1.6	-2.2	-16	0	-2.8	2	11	12
CCOC(=O)c1sc2nc(C)nc(Nc3ccccc3)c2c1C	-3	7	1.8	-0.5	6.0	-1	-3	-2.3	-2	3	12
COc1ccc(NC(=S)N2CCCC(c3nc4ccc(C)cc4[nH]3)C2)c(OC)c1 (stereo unspecified)	-5	403	0.7	-0.6	1.5	0	23	-2.9	-1	2	13
Nc1cccc(C(=O)Nc2ccco2)c1	2	-6	1.8	-1.8	2.8	-1	nt	-1.6	-8	-11	8
O=C(CCCl)Nc1nc2c(s1)CCc1ccccc1-2	-7	0	-0.9	-1.4	1.4	-3	-13	3.3	-2	-5	-17
N#Cc1nc(-c2ccccc2)oc1NCCN1CCCCC1	0	3	1.2	0.3	2.5	-4	nt	-1.9	-1	-8	11
CN(C)c1nc(-c2cccnc2)nc(-c2ccc(Cl)cc2)c1C#N	-6	-4	0.2	-0.9	4.5	2	-39	-3.5	-8	-25	17
Cc1noc(C)c1C(=O)NC(C)c1ccc2c(c1)OCO2 (stereo unspecified)	-10	7	0.0	-1.7	1.3	1	8	0.5	-5	-17	-3
S=C(NC1CC2CCC1C2)N1CCN(c2cccc(Cl)c2)CC1 (stereo unspecified)	4	42	1.8	1.7	5.2	-4	-3	4.1	3	-4	-19
CCN1CCN(CCC(=O)Nc2cccc(OC)c2)CC1	7	-7	-0.1	-3.3	-0.5	-6	-17	-0.6	-1	-7	4
CC(c1ccccc1)C(NC(=O)OCC1c2ccccc2-c2ccccc21)C(=O)O (stereo unspecified)	8	-13	2.9	-1.4	1.8	-4	-7	-1.4	-1	12	8
CN(Cc1ccccc1)C(=O)c1ccc(NC(=O)Cc2cccc(NC(=O)C3CCN(C(=O)C4CCC4)CC3)c2)cc1	0	-11	0.9	-1.1	2.8	-5	-10	0.9	-7	20	-5
CSc1cccc(NC(=O)CSc2ccccc2)c1	1	4	3.2	2.5	-0.2	0	-9	-0.8	-3	8	4
O=C(N/N=C/c1ccco1)c1cccc(NC(=O)c2ccccc2Cl)c1	-1	201	1.5	-1.2	-0.6	11	-25	1.2	-4	-3	-7
CCOC(=O)CC1COc2ccccc2N1C(=O)c1cccc([N+](=O)[O-])c1 (stereo unspecified)	-10	0	-0.3	0.3	0.6	-7	12	0.9	-9	-7	-5
COc1ccc(N2CCN(S(=O)(=O)c3ccc4c(c3)NC(=O)C(C)C(=O)N4)CC2)cc1 (stereo unspecified)	-2	8	-0.6	0.8	1.8	1	17	-0.7	-3	-9	4
Cc1[nH]c2ccccc2c1/C=C(/C#N)C(=O)NC(C)C	-4	10	-1.2	-0.1	2.8	-4	-3	0.8	-8	5	-6
Cc1cc(C)cc(NC(=O)CSc2nnc(-c3ccccc3Br)o2)c1	-6	15	3.1	0.7	0.5	-8	-7	0.6	9	-12	-3
Cc1nc2[nH]c(=O)n(O)c(=O)c2s1	-7	nt	nt	nt	-0.7	4	15	-0.8	-2	-18	3
COc1cc(N2N=C(c3ccccc3)CC2c2ccccc2)c(C=O)cc1C=O (stereo unspecified)	-1	-12	3.7	-1.6	3.7	2	11	-2.8	-6	-9	14
C=CCNC(=O)/C(=C\c1cccc([N+](=O)[O-])c1)NC(=O)c1ccccc1	-5	3	1.5	1.0	3.0	8	4	0.4	-6	-7	-2
COc1cccc(C(=O)NC2CCN(CC(=O)NCc3ccccc3OC)CC2)c1	-3	-8	-0.2	2.9	0.2	4	3	-0.9	0	-10	5
Cc1ccc(C(NC(=O)c2ccccc2S(C)(=O)=O)c2ccccc2)cc1 (stereo unspecified)	-9	144	5.7	1.3	-2.6	2	8	0.6	3	-12	-5
CCOc1ccc(C(=O)NNC(=O)CN2C(=O)NC3(CCCC3)C2=O)cc1	-5	6	-1.6	0.2	-1.7	2	-3	-2.5	-1	-8	10
COc1cc(/C=N/NC(=O)c2ccc(-c3ccccc3)cc2)cc(OC)c1OC	-12	3	2.4	2.3	-0.4	2	31	-0.2	-14	-5	1
N#C/C(=C\c1ccncc1)c1nc2c(s1)CCCC2	8	214	-0.7	-2.8	-0.2	-2	14	3.4	6	11	-23
CCN(C[C@H]1N[C@@](C)(C(=O)OC)[C@H]2C(=O)N(Cc3ccccc3)C(=O)[C@@H]12)C(=O)c1ccc(F)cc1	4	nt	3.7	0.0	-0.6	9	10	-2.3	16	-2	11
COc1ccc(C(=O)COc2ncnc3cc(Cl)ccc23)cc1	4	-16	1.0	2.2	98*	1	0	-1.0	10	0	5
N#CC1(NC(=O)CN2C(=O)c3ccc([N+](=O)[O-])cc3C2=O)CCCCC1	-2	-25	2.7	-2.0	3.8	-6	nt	1.8	-10	7	-9
O=[N+]([O-])c1cc(S(=O)(=O)NC2=NCCCCC2)ccc1NCC1CCCCC1	-8	865	4.7	0.8	2.2	-6	-13	2.8	2	-31	-15
O=C(C[n+]1ccc(-c2nnc3n2CCC3)cc1)c1ccc(Cl)c(Cl)c1	-4	-7	2.5	-0.9	1.7	0	-2	-2.7	-2	-27	13
O=C(Nc1ccncc1)Nc1cc(Cl)ccc1Cl	-9	-20	nt	nt	2.0	-1	3	-2.0	0	13	10
CC(C)C(=O)Nc1c(-c2ccccc2)c(=O)c2ccccc2n1C	3	5	2.5	2.9	3.2	-1	10	-3.3	-5	12	17
COc1cc(C=O)ccc1OCc1c(C)noc1C	-6	622	3.4	-0.8	2.3	6	21	-1.0	-4	11	5
CC(=O)c1c(NC(=O)c2ccccc2)[nH]c(-c2ccccc2)nc1=S	0	-2	3.2	0.8	2.1	0	-9	-2.3	3	3	11
NC(=O)COC(=O)/C=C/c1ccc2ccccc2n1	-10	0	-0.3	-1.3	5.2	0	-7	-2.4	-5	-2	12
CCOc1nc(Nc2ccccc2)nc(OCC)n1	-6	-28	1.8	-0.8	0.1	-6	-19	-0.9	3	13	4
C=C(C)COc1ccc(-c2n[nH]c(C)c2-c2ccccc2)c(O)c1	-19	nt	5.0	2.9	1.7	-4	63	21*	3	-11	-113
CCOC(=O)c1cnc(SCC(=O)Nc2nnc(CC)s2)nc1N	-2	156	0.9	0.2	2.7	5	-30	-1.4	-3	4	8
CN(C)c1ccc(P(=O)(OCc2ccccc2)C(O)c2ccccc2)cc1 (stereo unspecified)	7	-11	1.9	-1.8	2.1	0	-12	-2.8	-6	-1	15
CCC(C)[C@H](NC(=O)NCc1cccc(OC)c1)C(=O)O (stereo partly specified)	3	-7	1.1	-2.4	0.7	5	-18	-0.1	-4	-14	1
Cc1noc(C)c1NC(=O)Nc1cccc2c1O[C@@H](CN(C)C)[C@@H](C)CN([C@H](C)CO)C2=O	7	11	0.8	0.4	1.7	4	-5	-0.6	0	-13	3
CCN1C[C@@H]2[C@@H]3C(=O)N(Cc4ccccc4)C(=O)[C@@H]3[C@](C)(C1=O)N2C(=O)c1ccc(Cl)cc1	1	nt	nt	nt	1.6	1	10	-1.4	-3	5	8
O=C(CN1C(=O)CSc2ccc(S(=O)(=O)N3CCCCC3)cc21)NCc1cccnc1	3	-14	3.5	-0.8	2.5	14	-7	-2.5	-4	3	13

Screens (PubChem BioAssay)
